PrPC surface inh: cell surface PrPC inhibition, primary TR-FRET screen; P04156; inhibition, % at 13.8 µM; TR-FRET read-out; 370,000 compounds, 0.43% hits; in the data active = inhibition above about 24%; note: 0% = median of the test wells and 100% = reference compound wells
* hit, by the source's call. The list is partial; count on the stated rates, not on these rows.

Sample of the layout, four compounds:
Structure	PrPC surface inh
CCCCOCCCNC(=O)C[C@@H]1C(=O)N(Cc2ccc(OC)cc2)C2=CCN(C(=O)OC(C)(C)C)C[C@]21C(=O)OCC	-3
CCOC(=O)[C@]12CCCCC/C=C\1N(CCc1ccc(Cl)cc1)C(=O)[C@H]2CC(=O)NCc1ccccc1	7
O=C(CSc1nnc(-c2ccccc2)n1Cc1ccco1)Nc1ccccc1-c1ccccc1	11
COC(=O)[C@]12C[C@H](CC(=O)NCc3ccccc3)C(=O)N(Cc3ccc(Cl)cc3Cl)C1=C[C@H](C(C)C)O[C@@H]2C1CC1	3

Results (from the top)
Structure	PrPC surface inh
CCCCOCCCNC(=O)C[C@@H]1C(=O)N(Cc2ccc(OC)cc2)C2=CCN(C(=O)OC(C)(C)C)C[C@]21C(=O)OCC	-3
CCOC(=O)[C@]12CCCCC/C=C\1N(CCc1ccc(Cl)cc1)C(=O)[C@H]2CC(=O)NCc1ccccc1	7
O=C(CSc1nnc(-c2ccccc2)n1Cc1ccco1)Nc1ccccc1-c1ccccc1	11
COC(=O)[C@]12C[C@H](CC(=O)NCc3ccccc3)C(=O)N(Cc3ccc(Cl)cc3Cl)C1=C[C@H](C(C)C)O[C@@H]2C1CC1	3
CCCCOCCCNC(=O)C[C@H]1C[C@@]2(C(=O)OC)C(=C[C@H](C(C)(C)C)O[C@@H]2C)N(CCc2ccc(OC)c(OC)c2)C1=O	1
COc1ccc2c(c1)[C@@]1(NCCc3c1[nH]c1ccc(OC)cc31)C(=O)N2	1
CCCC(=O)OC12CCCN(C1)/C(=C/c1ccccc1)C2 (stereo not given)	-6
O=C(CSc1nc2ccccc2n1Cc1ccccc1Cl)NN=C/C(Br)=C/c1ccccc1	-6
COC(=O)C1CN(Cc2cn(Cc3ccc(F)cc3)nn2)CCS(=O)(=O)N1Cc1ccc(F)cc1 (stereo not given)	4
COc1ccc(CNS(=O)(=O)c2cc3c(cc2Br)CC(C)N3C(C)=O)cc1 (stereo not given)	-2
CCCCCCCCN1C(=O)[C@@H](CC(=O)N2CCN(C(=O)OCC)CC2)C[C@@]2(C(=O)OC)C1=C[C@H](COCc1ccccc1)O[C@@H]2C	-8
C[C@H]1[C@@H](NCc2cccs2)CC[C@@]23CCCN2C(=O)CCC[C@@H]13	-1
COc1ccc(CN2C(=O)[C@]3(NCCc4c3[nH]c3ccc(OC)cc43)c3cc(F)ccc32)cc1	14
Nc1nc(=O)n([C@@H]2CS[C@H](CO)O2)cc1F	9
S=c1[nH]nc(-c2cc(-c3ccccc3)n[nH]2)n1N=Cc1c[nH]c2ccccc12	-8
C[C@@H](/C=C/C(=O)OC(C)(C)C)Sc1ccc(C(C)(C)C)cc1	-2
COC1=C[C@H](C(=O)NC2CCN(Cc3ccccc3)CC2)[C@H](C)[C@@H](c2ccccc2)CC1=O	-7
C[C@@H]1ON(C)[C@H]2C[C@H]3c4[nH]c5cccc(-c6ccc7c(c6)OCO7)c5c4CCN3C[C@@H]12	-1
O=C(OCC#CCSc1nnc(-c2cccc3ccccc23)o1)c1csc2ccccc12	1
O=C(CCc1ccccc1-c1ccccc1CCNC(=O)COCc1ccccc1)NCc1ccccc1	4
O=C(OCc1ccccc1)[C@H](Cc1ccccc1)NC(=O)[C@@H]1CC=C[C@@H]2CCN(Cc3ccc(Cl)cc3)C(=O)[C@@H]21	-1
COC(=O)[C@]12C[C@H](CC(=O)NCc3cccs3)C(=O)N(Cc3ccc(Cl)cc3Cl)C1=C[C@H](COCc1ccccc1)O[C@@H]2C	1
COc1ccc(C2Nc3ccccc3C(=O)N2Cc2cccnc2)cc1COc1c(C)cccc1C (stereo not given)	-2
C[C@@H]1ON(C)[C@H]2C[C@H]3c4[nH]c5c(-c6ccc7c(c6)OCO7)cccc5c4CCN3C[C@@H]12	-7
Cc1cccc(NC(=O)Cn2nnc(-c3ccccc3F)n2)c1C	11
CC(C)(C)Cc1nnc(NC(=O)COc2ccc(Cl)cc2Cl)o1	-5
Cc1cccc(-c2cccc3c4c([nH]c23)[C@@H]2C[C@H](N(C)C(=O)c3ccccc3C)[C@H]([C@H](C)O)C(=O)N2CC4)c1	12
Cn1c(=O)c(=O)n(C)c2cc(S(=O)(=O)N3CCN(Cc4ccc(F)cc4)CC3)ccc21	-8
CCCC/C=C1/[C@@H](C(C)C)N(Cc2ccc3c(c2)OCO3)C2=N[C@H](c3ccccc3)CC(=O)N21	-1
COc1ccc(-n2c(SCC(=O)Nc3ccc4cn[nH]c4c3)nnc2-c2cccnc2)cc1	-3
Cn1c(NC(=O)c2ccccc2)nc(Cc2ccccc2)c1Cc1ccccc1	14
CCN(CC)C(=O)CC[C@H]1CC[C@]2(CCCN(Cc3ccc(OC)cc3)C2)O1	-4
O=C(c1ccc(Cl)cc1)C1CCN(c2ncnc3sccc23)CC1	12
Cc1ccc(C(=O)C2CCN(CC(=O)N3CCOCC3)CC2)cc1	-3
O=C(CSc1nnc(-c2cnccn2)n1-c1ccccc1)c1ccccc1Br	-3
Cn1c(Cc2cccs2)nnc1SCC(=O)Nc1ccc(OCc2ccccc2)cc1	13
Cn1c(=O)c2[nH]c(SCC(=O)NCCc3ccc(F)cc3)nc2n(C)c1=O	4
Cc1ccccc1Cn1cc(COC(=O)N(C)Cc2ccccc2)nn1	-3
C/C=C/C(=O)N1CCC(C(=O)NC2CCCc3ccccc32)CC1 (stereo not given)	2
CCN(CC)c1ccc(NC(=O)CSc2nnc(-c3ccc(Cl)cc3)n2Cc2ccco2)cc1	-2

Looked up by compound from the list above (two):
Structure	PrPC surface inh
Cn1c(NC(=O)c2ccccc2)nc(Cc2ccccc2)c1Cc1ccccc1	14
Cn1c(=O)c(=O)n(C)c2cc(S(=O)(=O)N3CCN(Cc4ccc(F)cc4)CC3)ccc21	-8

Other records
Structure	PrPC surface inh
Cc1n[nH]c(C)c1S(=O)(=O)NCCc1ccccc1F	-2
CCC(=O)N1CCc2cc(Br)c(S(=O)(=O)NC3CCN(Cc4ccccc4)CC3)cc21	5
O=C(Nc1ccc(F)cc1)OCc1cn(Cc2ccccc2Cl)nn1	1
CC(C)n1nnnc1C1(C)Cn2nccc2C(=O)N1Cc1cccc(C(F)(F)F)c1 (stereo not given)	8
Cc1cccc(CNC(=S)OC2CCC23CCC(c2ccccc2)CC3)c1 (stereo not given)	4
CCCC(=O)N1CCC[C@]2(CC[C@@H](CCC#N)O2)C1	-11
O=c1cc(N2CCN(c3cccc(Cl)c3Cl)CC2)[nH]c(=O)n1C1CCCCC1	-3
CC(C)CNC(=O)C1CSCCS(=O)(=O)N1Cc1ccccc1 (stereo not given)	-1
C[C@@H](O[Si](c1ccccc1)(c1ccccc1)C(C)(C)C)[C@@H]1NC(=O)[C@@H]2C[C@]3(Br)c4ccccc4N(S(=O)(=O)c4ccccc4)[C@@H]3N2C1=O	3
CCn1c(SCc2ccccc2Cl)nnc1-c1ccccc1OC	1
C#CCNC(=O)C[C@@H]1C(=O)N(Cc2ccc(OC)cc2)C2=CCN(C(=O)OC(C)(C)C)C[C@]21C(=O)OCC	-3
Cc1ccc(Cn2c(=O)n(Cc3ccc(C(=O)NCC4COC4)cc3)c(=O)c3ccccc32)cc1	-4
COC(=O)[C@]12C[C@H](CC(=O)N3CCN(C(=O)C4CC4)CC3)C(=O)N(Cc3ccc(Cl)cc3Cl)C1=C[C@H](C1CCCC1)O[C@@H]2C	-6
Cc1ccccc1Cn1cc(COC(=O)Nc2ccc(F)cc2)nn1	1
O=C(NC1CCCCN(Cc2cccc(C(F)(F)F)c2)C1=O)c1ccc(F)c(F)c1 (stereo not given)	8
CN1C(=O)c2cc(NC(=O)c3cccc(F)c3)ccc2OC[C@@H]2O[C@H](CC(=O)NCc3ccccc3)CC[C@H]21	-4
CCCC(C)C(=O)NC1CCCCN(Cc2ccc(C)cc2)C1=O (stereo not given)	5
CC(=O)Nc1sc2c(c1-c1cc3ccccc3o1)CCNC2	-8
COc1ccc2c(c(-c3ccccc3)cn2C)c1-c1ccccc1	5
Cc1c(C(C)c2ccccc2O)[nH]c2ccccc12 (stereo not given)	8

The closing five records of the section above are carried over, then new ones follow:
Compound	PrPC surface inh
CN1C(=O)c2cc(NC(=O)c3cccc(F)c3)ccc2OC[C@@H]2O[C@H](CC(=O)NCc3ccccc3)CC[C@H]21	-4
CCCC(C)C(=O)NC1CCCCN(Cc2ccc(C)cc2)C1=O (stereo not given)	5
CC(=O)Nc1sc2c(c1-c1cc3ccccc3o1)CCNC2	-8
COc1ccc2c(c(-c3ccccc3)cn2C)c1-c1ccccc1	5
Cc1c(C(C)c2ccccc2O)[nH]c2ccccc12 (stereo not given)	8
C[C@H](O)[C@@H]1CN2CCc3c([nH]c4c(-c5ccc6c(c5)OCO6)cccc34)[C@@H]2C[C@@H]1N(C)C(=O)Nc1ccccc1	-11
Cc1ccc(-n2c(SCC(=O)N/N=C/C=C\c3ccccc3[N+](=O)[O-])nnc2-c2ccccc2)cc1	6
COC(=O)[C@]12C[C@H](CC(=O)N3CCSCC3)C(=O)N(CCc3ccc(OC)c(OC)c3)C1=C[C@H](C1CCCC1)O[C@@H]2C	1
COc1ccc(CN2CN3Cc4ccccc4C3CS2(=O)=O)cc1 (stereo not given)	-5
COCCCNC(=O)c1ccc(Cn2c(=O)c3ccccc3n(Cc3ccc([N+](=O)[O-])cc3)c2=O)cc1	-12
CCOC(=O)CC[C@@H]1CC[C@]2(CCCN(Cc3nccs3)C2)O1	2
O=C(NC1CCCCN(Cc2cccc(C(F)(F)F)c2)C1=O)c1ccc(Cl)c(Cl)c1 (stereo not given)	-2
Cc1c[nH]c2cccc(-c3ccc4c(c3)OCO4)c12	4
Cc1ccc(-n2c(SCC(=O)NN=Cc3c[nH]c4ccccc34)nnc2-c2ccccc2)cc1	5
O=C(CSc1nnc(-c2ccncc2)n1-c1ccc(Br)cc1)c1ccccc1	5
COc1ccc(N2CCN(CCCNC(=O)CCc3ccc(F)cc3)CC2)cc1	-8
CCCC(=O)OC12CCCN(C1)/C(=C/c1ccc(OC)cc1)C2 (stereo not given)	-7
O=C(C1CCC1)N1CCc2cc(S(=O)(=O)N3CCN(c4ccccc4F)CC3)ccc21	-8
O=C(OCC#CCSc1nnc(-c2ccc3ccccc3c2)o1)c1cccs1	4
COC(=O)[C@]12C[C@H](CC(=O)NCCC(C)C)C(=O)N(CCC3=CCCCC3)C1=C[C@H](C1CCCC1)O[C@@H]2C	-2
COc1cccc(CNS(=O)(=O)c2cc3c(cc2Br)CC(C)N3C(C)=O)c1 (stereo not given)	-1
CC(C)[C@H](N)C(=O)N[C@H](C(=O)N1CCC2CCN(S(=O)(=O)c3ccccc3)CC21)C(C)C (stereo not given in full)	-7
O=C(Nc1ccc(F)cc1)OCc1cn(Cc2ccccc2F)nn1	3
O=C(OCc1ccc(CSc2nnc(-c3cccc4ccccc34)o2)cc1)c1ccc(F)cc1	9
CO[C@H]([C@H](C)/C=C/N(C)C=O)[C@@H](C)C(O)CC[C@H](C)[C@H](O)[C@H](C)[C@H]1OC(=O)/C=C/C(C)=C/C[C@H](O)C[C@@H]2C=CC[C@@H](C[C@H](OC)[C@@]3(CO3)[C@@H](OC)C[C@@H](OC)[C@@H]1C)O2 (stereo not given in full)	26*
COC(=O)C1CN(Cc2ccc(F)cc2)CCS(=O)(=O)N1Cc1cn(Cc2ccccc2)nn1 (stereo not given)	3
COC(=O)C1CN(C2CC2)CCS(=O)(=O)N1Cc1cn(Cc2ccc(OC)cc2)nn1 (stereo not given)	-4
CN(Cc1cn(CC2CCCCC2)nn1)S(=O)(=O)c1ccccc1Br	-7
CCN(CC)CCCNC(=O)C1(N[C@@H](Cc2c[nH]c3ccccc23)C(=O)NCC(OC)OC)CCCCC1	2
COC(=O)[C@]12C[C@H](CC(=O)NCc3cccc4ccccc34)C(=O)N(Cc3ccc(Cl)cc3Cl)C1=C[C@H](COCc1ccccc1)O[C@@H]2C	-4
COC(=O)[C@]12C[C@H](CC(=O)NCCCN3CCCC3=O)C(=O)N(Cc3ccc(Cl)cc3Cl)C1=C[C@H](COCc1ccccc1)O[C@@H]2C	-8
COC(=O)c1cc(-c2cccc3ccccc23)c(=O)n2c1CCC2	0
CN(Cc1ccccc1)S(=O)(=O)c1cccc(C(=O)OCc2ccc(C(F)(F)F)cc2)c1	3
CC(=O)N1CCCN(S(=O)(=O)c2ccc3c(c2)n(C)c(=O)c(=O)n3C)CC1	-1
O=C(NCCc1ccccc1)OCc1cn(-c2ccccc2Cl)nn1	-3
COc1ccc(C=O)cc1-c1cc(C(C)=O)c2n(c1=O)CCC2	5
COC(=O)[C@H](C(C)C)N(CCCc1cn(Cc2ccc(C)cc2)nn1)S(=O)(=O)c1ccccc1Br	4
C=CCN1C(=O)[C@@H](CC(=O)NCc2ccc(C)o2)[C@]2(C(=O)OC)CCCCC=C12	5
O=C(Nc1ccc(F)cc1)OCc1cn(Cc2ccc(Cl)cc2)nn1	4
O=S1(=O)CC2c3ccccc3CN2CN1Cc1ccccc1 (stereo not given)	-4
COC1=C[C@H](C(=O)NCc2ccccn2)[C@@]2(C)Cc3ccccc3[C@H]2CC1=O	-7
CC(COc1cccc([N+](=O)[O-])c1)CN1CCC(C(O)(c2ccccc2)c2ccccc2)CC1 (stereo not given)	-13
COc1ccc(C(=O)/C=C(\Nc2ccc(F)cc2)c2ccc(OC)cc2OC)c(OC)c1	-4
O=C(Nc1nc2ncccn2c1-c1ccccc1)c1ccccc1	7
Cc1ccc(-c2c(NC(=O)Nc3ccccc3)nc3ncccn23)cc1	-2
C[C@H]1COc2c3ccccc3nn21	4
Cc1cc(NS(=O)(=O)c2ccc(NC(=O)CSc3nnc(-c4cnccn4)n3-c3ccccc3)cc2)nc(C)n1	7
COc1ccc(CN(CCN2CCOCC2)C(=O)c2ccc(F)cc2Cl)cc1OC	-10
COC(=O)[C@]12C[C@H](CC(=O)NCCc3ccccc3OC)C(=O)N(CCc3ccc(OC)c(OC)c3)C1=C[C@H](COCc1ccccc1)O[C@@H]2C	0
Fc1cccc(CNC2CCC23CCC(c2ccccc2)CC3)c1 (stereo not given)	8
O=C(C1CCCN(S(=O)(=O)c2ccc([N+](=O)[O-])cc2)C1)N1CCN(Cc2ccccc2)CC1 (stereo not given)	-8
COc1ccc(OC)c(S(=O)(=O)n2c(CN3CCOCC3)nc3ccccc32)c1	-7
CCNC(=S)NNC(=O)CSc1nnc(SCc2cccc3ccccc23)s1	3

From PubChem
